mHTT-CaM PPI inh = mutant huntingtin-calmodulin interaction inhibitors – biochemical, AlphaScreen, primary screen; 190,000 tested, 3.6% active; AID 1671202, 2021; inhibition, % at 15 µM; AlphaScreen His-mHTT/GST-CaM binding, luminescence;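 also: 0% = both proteins with DMSO and 100% = one protein alone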
Target sequence (P42858 whole entry, looked up, stated change not applied): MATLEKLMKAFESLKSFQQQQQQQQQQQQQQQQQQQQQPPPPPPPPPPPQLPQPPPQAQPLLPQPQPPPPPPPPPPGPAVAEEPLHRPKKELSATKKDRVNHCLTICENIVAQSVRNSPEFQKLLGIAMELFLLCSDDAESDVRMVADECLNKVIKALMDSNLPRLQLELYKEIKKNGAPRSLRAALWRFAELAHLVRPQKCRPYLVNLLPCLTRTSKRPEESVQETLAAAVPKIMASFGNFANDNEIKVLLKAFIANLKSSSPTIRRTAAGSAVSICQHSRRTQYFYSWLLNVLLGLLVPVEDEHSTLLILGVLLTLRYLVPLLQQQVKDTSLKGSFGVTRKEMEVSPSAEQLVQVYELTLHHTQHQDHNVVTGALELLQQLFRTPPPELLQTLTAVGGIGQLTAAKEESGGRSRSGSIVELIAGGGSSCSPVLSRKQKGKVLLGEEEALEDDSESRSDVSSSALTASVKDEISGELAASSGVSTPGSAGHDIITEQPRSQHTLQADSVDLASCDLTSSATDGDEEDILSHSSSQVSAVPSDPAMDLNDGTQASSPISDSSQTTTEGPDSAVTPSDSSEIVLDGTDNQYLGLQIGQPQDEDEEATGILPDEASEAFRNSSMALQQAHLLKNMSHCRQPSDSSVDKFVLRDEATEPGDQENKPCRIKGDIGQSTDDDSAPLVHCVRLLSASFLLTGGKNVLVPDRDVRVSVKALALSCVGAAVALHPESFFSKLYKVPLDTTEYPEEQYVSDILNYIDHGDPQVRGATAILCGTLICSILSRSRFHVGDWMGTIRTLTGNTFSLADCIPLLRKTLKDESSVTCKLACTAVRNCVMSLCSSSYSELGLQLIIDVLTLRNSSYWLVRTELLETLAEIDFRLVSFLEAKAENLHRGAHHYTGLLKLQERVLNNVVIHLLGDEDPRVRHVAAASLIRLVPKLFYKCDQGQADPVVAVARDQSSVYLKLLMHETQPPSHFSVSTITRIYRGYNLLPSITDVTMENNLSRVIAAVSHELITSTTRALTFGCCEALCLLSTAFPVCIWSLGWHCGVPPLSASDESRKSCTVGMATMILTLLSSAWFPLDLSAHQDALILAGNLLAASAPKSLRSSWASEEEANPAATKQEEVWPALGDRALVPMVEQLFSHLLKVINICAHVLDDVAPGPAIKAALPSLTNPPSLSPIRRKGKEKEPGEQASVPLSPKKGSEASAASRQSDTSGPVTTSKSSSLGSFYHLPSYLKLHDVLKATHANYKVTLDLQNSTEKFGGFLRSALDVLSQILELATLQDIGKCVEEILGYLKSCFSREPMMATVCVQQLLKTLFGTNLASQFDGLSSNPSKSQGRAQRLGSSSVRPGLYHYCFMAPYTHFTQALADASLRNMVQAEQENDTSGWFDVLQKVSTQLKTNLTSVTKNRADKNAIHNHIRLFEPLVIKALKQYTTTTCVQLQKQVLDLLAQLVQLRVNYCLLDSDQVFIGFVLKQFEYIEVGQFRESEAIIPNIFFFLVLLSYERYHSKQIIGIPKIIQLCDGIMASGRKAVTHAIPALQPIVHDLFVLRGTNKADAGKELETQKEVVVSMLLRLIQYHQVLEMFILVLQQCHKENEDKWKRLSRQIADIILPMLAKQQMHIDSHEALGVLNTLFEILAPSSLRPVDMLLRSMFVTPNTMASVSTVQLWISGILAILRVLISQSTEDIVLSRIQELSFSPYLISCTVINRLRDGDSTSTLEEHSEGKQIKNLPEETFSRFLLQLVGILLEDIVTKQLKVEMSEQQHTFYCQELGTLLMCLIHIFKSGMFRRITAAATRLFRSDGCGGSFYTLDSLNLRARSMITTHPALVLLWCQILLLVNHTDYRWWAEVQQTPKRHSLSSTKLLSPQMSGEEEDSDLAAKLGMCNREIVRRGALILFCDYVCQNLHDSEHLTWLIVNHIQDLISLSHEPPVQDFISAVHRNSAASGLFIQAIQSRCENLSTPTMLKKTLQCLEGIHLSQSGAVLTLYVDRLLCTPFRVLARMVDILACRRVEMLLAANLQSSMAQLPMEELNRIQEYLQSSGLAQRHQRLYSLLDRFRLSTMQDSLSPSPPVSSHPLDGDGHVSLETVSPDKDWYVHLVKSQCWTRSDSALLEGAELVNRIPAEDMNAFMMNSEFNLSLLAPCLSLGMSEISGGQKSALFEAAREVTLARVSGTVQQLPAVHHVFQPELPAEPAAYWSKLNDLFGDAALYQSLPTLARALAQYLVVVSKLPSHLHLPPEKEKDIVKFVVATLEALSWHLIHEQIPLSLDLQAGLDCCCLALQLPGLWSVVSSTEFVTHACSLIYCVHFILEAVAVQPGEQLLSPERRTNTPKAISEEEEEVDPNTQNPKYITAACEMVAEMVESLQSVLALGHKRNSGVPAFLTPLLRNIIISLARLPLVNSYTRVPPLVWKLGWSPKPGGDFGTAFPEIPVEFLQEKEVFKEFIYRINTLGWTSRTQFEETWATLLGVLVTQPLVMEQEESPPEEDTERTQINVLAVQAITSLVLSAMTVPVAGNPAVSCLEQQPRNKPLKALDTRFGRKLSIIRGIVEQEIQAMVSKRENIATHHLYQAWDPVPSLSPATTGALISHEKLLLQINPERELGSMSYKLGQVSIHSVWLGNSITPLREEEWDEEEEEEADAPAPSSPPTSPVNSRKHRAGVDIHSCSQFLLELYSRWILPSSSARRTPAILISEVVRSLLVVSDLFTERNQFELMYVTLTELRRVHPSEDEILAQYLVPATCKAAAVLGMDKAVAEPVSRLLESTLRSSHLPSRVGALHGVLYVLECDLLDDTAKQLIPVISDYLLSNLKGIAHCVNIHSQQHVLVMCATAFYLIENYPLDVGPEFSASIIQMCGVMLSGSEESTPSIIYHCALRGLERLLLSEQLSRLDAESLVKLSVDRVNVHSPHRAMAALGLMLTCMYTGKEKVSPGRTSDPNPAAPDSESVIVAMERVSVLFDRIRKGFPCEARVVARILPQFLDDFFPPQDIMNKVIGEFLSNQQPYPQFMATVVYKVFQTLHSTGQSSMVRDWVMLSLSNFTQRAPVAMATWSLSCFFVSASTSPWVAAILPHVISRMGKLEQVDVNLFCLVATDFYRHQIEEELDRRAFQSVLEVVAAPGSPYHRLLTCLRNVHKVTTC
Pf apPOL inh = Pf-apPOL inhibitors, biochemical, fluorescence; Recombinant Pf-apPOL, molecular beacon fluorescence, 1.5 h; 210,000 tested, 0.25% active; AID 1794808, 2022; inhibition, % at 10 µM
An asterisk follows results filed as active; i = inactive; . = no result given; & = joins results of further samples. Rule as the data show it: active = inhibition above about 50%; inactive = the rest.

Start of the data: the first two compounds as a preview:
SMILES	mHTT-CaM PPI inh	Pf apPOL inh
CCC(C)Nc1nc(-c2cc(OC)c(OC)c(OC)c2)nc2ccccc12 (configuration not stated)	-4	51*
CC1CCCc2ncc(C(CC(=O)N3CCOCC3)c3cccc(F)c3)n21 (configuration not stated)	0	-3

The whole of this part (from the top)
SMILES	mHTT-CaM PPI inh	Pf apPOL inh
CCC(C)Nc1nc(-c2cc(OC)c(OC)c(OC)c2)nc2ccccc12 (configuration not stated)	-4	51*
CC1CCCc2ncc(C(CC(=O)N3CCOCC3)c3cccc(F)c3)n21 (configuration not stated)	0	-3
CCSc1nnc2c(n1)OC(c1ccccc1OC)N(C(C)=O)c1ccccc1-2 (configuration not stated)	14	5
COC(=O)c1cc(Nc2ccccc2F)c2cccc(OC)c2n1	-4	-4
O=C(Nc1ccc(-c2nc3ccccc3[nH]2)cc1)c1ccco1	-4	-13
COc1ccccc1C1=N/C(=C/c2cccc(Cl)c2Cl)C(=O)O1	4	0
CCCc1cc(C2CCCN2Cc2cc(OC)c(O)c(OC)c2)no1 (configuration not stated)	-1	-1
O=C(CSc1nnc(-c2ccco2)c(-c2ccco2)n1)Nc1nccs1	70*	9
O=C(CSc1nnc2ccc3ccccc3n12)Nc1ccc(F)c(Cl)c1	1	-3
Cc1c(C(=O)NC2CC2)oc2ccc(S(=O)(=O)N3CCCC(C)C3)cc12 (configuration not stated)	7	-4
Cc1ccc(C2=N/C(=C3/OC(=O)c4ccccc43)C(=O)O2)cc1	1	2
O=C(CCSc1cccs1)Nc1ccc(Cl)cc1	.	7
CC(C)Oc1ccc(CNC2CCOC(C)(C)C2)cc1 (configuration not stated)	-6	-11
COc1ccc(/C=C/C(=O)Nc2c3c(nn2-c2ccc(Cl)cc2)CSC3)cc1OC	41	-3
O=C(Nc1c2c(nn1-c1cccc(Cl)c1)CS(=O)C2)c1cccc(C(F)(F)F)c1 (configuration not stated)	7	-3
COc1ccccc1C(=O)Nc1nnc(C2CC(=O)N(c3ccccc3)C2)o1 (configuration not stated)	17	-2
CC(C)CC(=O)N1CCC(c2ccncc2)CC1	-6	5
CC(C)CNC(=O)N1CCc2c(c(-c3nc(Cc4ccccc4)no3)nn2C)C1	14	-4
NC(=O)NC(c1ccc(Cl)cc1)c1ccc(Cl)cc1	-5	-5
CCc1ccc(C(=O)N2CC(c3nc(C)no3)C3(CCOCC3)C2)cc1 (configuration not stated)	-6	-6
Nc1ncnc2c1ncn2C1CCCO1 (configuration not stated)	.	7
COc1ccccc1N1CCN(CCNC(=O)Nc2ccc3c(c2)OCO3)CC1	1	-6
COc1cc(C=C2SC(=S)N(c3ccc(O)cc3)C2=O)cc(OC)c1OC	20	-3
CC1(C)CC(NC(=O)c2ccc(Cl)c(Cl)c2)CC(C)(C)N1	2	1
CC(=O)c1c(Cl)nc2ccc(Cl)cc2c1-c1ccccc1	3	-4
(next part)
SMILES	mHTT-CaM PPI inh	Pf apPOL inh
CCN1C=C(C(=O)OCc2cc(F)ccc2F)C(C)=NS1(=O)=O	-20	-4
CCOc1ccccc1NC(=O)C1CC(=O)NC(=N)S1 (configuration not stated)	0	-4
COc1ccccc1/C=C/C1=NC(=C\c2ccc(C(C)C)cc2)/C(=O)O1	22	-3
Cc1ccc(Cl)cc1N(CC(=O)N1CCCC1)S(=O)(=O)c1ccccc1	3	-1
CC(C)NC(=O)c1ncn(-c2ccccc2)n1	2	0
CCN(CC)c1ccc2cc(C(=O)Nc3ccccc3C)c(=N)oc2c1	-19	-4
O=C(c1ccccc1[N+](=O)[O-])N1CCN(c2ccccc2)CC1	8	2
O=C1OC(c2cccc([N+](=O)[O-])c2)=N/C1=C\c1coc2ccccc2c1=O	34	-12
O=C(c1ccco1)N(C(=O)c1ccco1)c1c(Cl)cc(Cl)c2cccnc12	-3	2
O=C1c2c(O)cc(O)cc2OC(c2ccc(O)c(O)c2)C1O (configuration not stated)	.	0
Cc1ccc(NS(=O)(=O)c2cc(-c3n[nH]c(=O)c4ccccc34)ccc2C)cc1	28	-1
Cc1cc(-c2cc(C(=O)O)c3ccccc3n2)c(C)s1	0	-3
COc1ccc(NC(=O)c2cc3cccc(OC)c3oc2=Nc2ccc(C(=O)O)cc2)cc1OC	20	-2
O=C(c1cccs1)N1CCC(Cc2nnc(-c3ccccc3)o2)CC1	1	-7
CSc1nc2cc(S(=O)(=O)N3CCOCC3)ccc2s1	-3	.
CC(C)(C)c1ccc(C(=O)N2CCCN(c3ncc(C(F)(F)F)cc3Cl)CC2)cc1	.	-7
O=C(O)c1nn2c(c1Br)NC(c1cccs1)CC2C(F)(F)F (configuration not stated)	0	2
CN(C)c1ccc(NC(=O)Cn2c(-c3ccccc3F)nc3ccccc3c2=O)cc1	8	0
O=C1CC(SC(=NCCO)Nc2ccccc2)C(=O)N1c1ccccc1F (configuration not stated)	2	0
Cc1cc(C)cc(C(=O)Nc2cc(-c3cccnc3)no2)c1	-3	0
CC(C)C(=O)Nc1nc(-c2ccc(F)cc2)cs1	-7	-1
COc1ccc2[nH]c(C(=O)N3CCCN(C(=O)c4cccs4)CC3)cc2c1	.	-8
Cc1ccc(-n2c(=O)c3sccc3n(Cc3ccccc3C#N)c2=O)cc1	0	-4
CC1CCN(C(=O)c2csc(COc3ccccc3Cl)n2)CC1	2	-7
CCC(=O)Nc1cccc(-c2noc(C3CCCN(C(=O)c4cccc(C)c4)C3)n2)c1 (configuration not stated)	8	-2
New compounds follow.
SMILES	mHTT-CaM PPI inh	Pf apPOL inh
COc1cccc(NC(=O)CSc2nc3ccc(OC)cc3[nH]2)c1	1	-7
CC(C)Oc1ccccc1Oc1ccc(N)cn1	.	1
O=C(Cc1ccc(Br)cc1)Nc1nccs1	-4	4
Cc1ccc(CNC(=O)c2ccc3c(c2)NC(=O)C(N2CCCC2)S3)cc1 (configuration not stated)	16	-15
CC1CN(S(=O)(=O)c2ccc(C(=O)Nc3nnc(-c4ccc(F)cc4)o3)cc2)CC(C)O1 (configuration not stated)	4	-64
COc1ccc(C(=O)NCC(N)=O)cc1	.	-10
CCOC(=O)C1=C(C)NC(C)=C(C(=O)OCC)C1	-11	5
CC(=O)Nc1ccc2c(c1)CCCC2=O	.	-1
CSc1ccccc1NC(=O)CC1CCCCN1S(=O)(=O)c1ccccc1 (configuration not stated)	2	-3
CCOc1cccc(/C=C2/SC(c3ccc(C)cc3)=NC2=O)c1O	6	-1
O=C(c1c[nH]c2ccccc12)N1CC(C(=O)N2CCN(c3ccccn3)CC2)C1	-5	-3
CC(=O)Nc1cccc2c(C(=O)NCCN3CCCCC3)ccnc12	-2	-6
CCOc1ccc(C(=O)Nc2nc3ccc(OCC)cc3s2)cc1	0	-1
CCCS(=O)(=O)NCCC1CCN(C(=O)c2ccccc2)CC1	32	4
COc1cc(OC)cc(-n2nc(C(=O)Nc3ccccc3C(F)(F)F)c3ccccc3c2=O)c1	-4	0
CC(C)(C)[C@H]1CCC(=O)N2CCC[C@]2(c2ccccc2)C1	-11	-4
COc1cccc(C(=O)CC2c3c(cc4c(c3OC)OCO4)CCN2C)c1 (configuration not stated)	-4	-8
O=[N+]([O-])c1ccc(N2CCCC2)c(F)c1	4	-4
N/C(=N\OC(=O)c1ccc2c(c1)OCO2)c1ccccn1	i	-11
CCCc1cc(=O)[nH]c(SCCOc2ccc(Cl)cc2)n1	0	-11
O=C(Nc1ccc2oc(-c3cccnc3)nc2c1)c1ccc(-c2cccc([N+](=O)[O-])c2)o1	7	6
CCc1cccc(NC(=O)N2CC3CC2CC3NC(=O)c2ccccc2)c1 (configuration not stated)	1	-5
COc1ccc(Br)cc1C1=N/C(=C/c2cccs2)C(=O)O1	-6	1
OC(c1ccncc1)c1c[nH]c2ccccc12 (configuration not stated)	.	-9
CC(=O)Nc1ccc(S(=O)(=O)Nc2ccc(C)cc2[N+](=O)[O-])cc1	51*	0
The list goes on.
SMILES	mHTT-CaM PPI inh	Pf apPOL inh
Cc1ccc(Oc2ccc(-c3noc(-c4ccnn4C)n3)cc2)cc1	-48	0
COc1cccc(-c2sc3ccccc3c2-c2ccc(OCc3ccc(C)cc3)cc2)c1	-29	-6
Cc1ccc(C(NC(N)=O)c2ccccc2C)cc1 (configuration not stated)	0	-3
O=C(c1ccncc1)N1CCC(Nc2cccnc2)C1 (configuration not stated)	-5	0
CC(C)(C)NC(=O)C1CC(=O)OC12CCOC(C)(C)C2 (configuration not stated)	-4	-1
O=C(NCC(O)(c1ccccc1)C(F)(F)F)c1ccc2c(c1)OCO2 (configuration not stated)	-10	-7
CN(C)CCNC(=O)C1CCN(c2cncnc2N2CCOCC2)CC1	6	0
O=C(c1ccccc1F)N1CCCC(c2ccnc(-c3cccc(F)c3)n2)C1 (configuration not stated)	1	-2
COc1ccc(NC(=O)C2CN(S(C)(=O)=O)CC23CCCCC3)c(C)c1 (configuration not stated)	15	-2
O=C(NCC1CCCO1)c1sc2cccc(Cl)c2c1Cl (configuration not stated)	-2	-1
N#Cc1c(-n2ncnc2-c2ccc3c(c2)OCO3)sc2c1CCCC2	10	2
CCN(CC)C1C(=O)Nc2ccc(Br)cc2C1c1ccccc1Cl (configuration not stated)	94*	13
CC(=O)C(=CN(C)C)Sc1ccc(Cl)cc1	.	1
Cc1nn2c(CNC(=O)c3cccc(C(F)(F)F)c3)c(C)nc2s1	2	3
CN1CCN(c2cc(Oc3cccc(F)c3)ncn2)CC1	3	-2
O=C(NCC1CCCO1)c1cc2sccc2n1CC1CCC1 (configuration not stated)	8	-2
COc1ccc(C(=O)N2CCCn3cc(-c4ccccc4)nc32)cn1	15	-3
CCCCC#Cc1cncc(C(=O)Nc2ccc(Cl)cc2)c1	.	-2
N#CCN(CC#N)C(=O)C1c2ccccc2Oc2ccccc21	4	-1
Cc1cc(C)cc(OCCCOc2ccc(/C=C3/C(=N)N4C=CSC4=NC3=O)cc2)c1	6	3
CC(C)n1cnnc1C1CCCN(C(=O)c2ccsc2)C1 (configuration not stated)	-13	4
Cc1c(NC(=O)c2ccccc2F)cccc1-c1nc2ccccc2s1	-4	-2
CCOC(CNC(=O)CCNC(=O)c1ccc(C(C)(C)C)cc1)OCC	2	-3
CC(C(=O)N1CCCCCC1)C1CCN(S(=O)(=O)c2cccs2)CC1 (configuration not stated)	8	0
Cc1cccc(/C=C2\N=C(c3ccc(F)cc3)OC2=O)c1	10	-2

Nothing new here: 18 of the compounds above.
SMILES	mHTT-CaM PPI inh	Pf apPOL inh
O=C(c1ccccc1F)N1CCCC(c2ccnc(-c3cccc(F)c3)n2)C1 (configuration not stated)	1	-2
COc1ccc(NC(=O)C2CN(S(C)(=O)=O)CC23CCCCC3)c(C)c1 (configuration not stated)	15	-2
O=C(NCC1CCCO1)c1sc2cccc(Cl)c2c1Cl (configuration not stated)	-2	-1
N#Cc1c(-n2ncnc2-c2ccc3c(c2)OCO3)sc2c1CCCC2	10	2
CCN(CC)C1C(=O)Nc2ccc(Br)cc2C1c1ccccc1Cl (configuration not stated)	94*	13
CC(=O)C(=CN(C)C)Sc1ccc(Cl)cc1	.	1
Cc1nn2c(CNC(=O)c3cccc(C(F)(F)F)c3)c(C)nc2s1	2	3
CN1CCN(c2cc(Oc3cccc(F)c3)ncn2)CC1	3	-2
O=C(NCC1CCCO1)c1cc2sccc2n1CC1CCC1 (configuration not stated)	8	-2
COc1ccc(C(=O)N2CCCn3cc(-c4ccccc4)nc32)cn1	15	-3
CCCCC#Cc1cncc(C(=O)Nc2ccc(Cl)cc2)c1	.	-2
N#CCN(CC#N)C(=O)C1c2ccccc2Oc2ccccc21	4	-1
Cc1cc(C)cc(OCCCOc2ccc(/C=C3/C(=N)N4C=CSC4=NC3=O)cc2)c1	6	3
CC(C)n1cnnc1C1CCCN(C(=O)c2ccsc2)C1 (configuration not stated)	-13	4
Cc1c(NC(=O)c2ccccc2F)cccc1-c1nc2ccccc2s1	-4	-2
CCOC(CNC(=O)CCNC(=O)c1ccc(C(C)(C)C)cc1)OCC	2	-3
CC(C(=O)N1CCCCCC1)C1CCN(S(=O)(=O)c2cccs2)CC1 (configuration not stated)	8	0
Cc1cccc(/C=C2\N=C(c3ccc(F)cc3)OC2=O)c1	10	-2

More structures
SMILES	mHTT-CaM PPI inh	Pf apPOL inh
COc1cccc(C(=O)COC(=O)c2cccc3c2C(=O)c2ccccc2-3)c1	10	-10
Nc1nc(N2CCCC2)ncc1S(=O)(=O)c1ccc(Cl)cc1	.	2&6
O=C1CN(C(=O)c2c(F)cccc2Cl)C(c2ccccc2)c2cc(F)ccc2N1 (configuration not stated)	11	0
O=C(Nc1cc2cc(Br)ccc2oc1=O)c1ccc(Cl)cc1	1	-4
Cc1ccc(-c2[nH]c3ccccc3c2SCCNC(=O)C2CC2)cc1	21	6
O=C1[C@H](Cc2ccccc2)NC/C=C\C[C@@H](c2ccco2)N1Cc1ccccc1	43	-2
CCCN(C)C(=O)C1CCN(c2cnn(Cc3ccccc3)c(=O)c2)CC1	-1	-1
O=CNc1ncc(-c2nc3ccccc3[nH]2)s1	-2	0
CC(C)(C)c1csc(-c2sccc2CSc2ccc(Cl)cc2)n1	.	-6&-5
COc1ccc(N=Cc2c(O)n(-c3ccccc3C)c(=O)c3ccccc23)c(OC)c1	2	5
Cc1cccc(-n2nc(C)c3sc(N4CCCN(C(=O)c5cccc(F)c5)CC4)nc32)c1	27	4
COc1ccc(NC(=O)c2nn(-c3ccccc3OC)c(=O)c3ccccc23)c(OC)c1	20	-2
Cc1ccc(Br)cc1N1CCC(C(=O)NC2CC2)C1=O (configuration not stated)	-3	-1
COc1ccc(C)cc1NC(=O)c1oc2ccc(S(=O)(=O)N3CCCC3)cc2c1C	-8	-7
C=CCNc1nc(NCC=C)nc(OC)n1	-6	-4
O=C(c1ccc2ncccc2c1)N1CCOCC1	.	-5
Cc1c(C(=O)NCCOc2ccc3c(c2)OCO3)cccc1[N+](=O)[O-]	6	-9
c1nc(N2CCC3(CC2)OCCO3)c2[nH]cnc2n1	-7	-2
Cc1cc(C)n(CC(C)O)c(=O)c1C#N (configuration not stated)	-6	.
CCOC(=O)c1ccc(-c2c(-c3ccc(OC)cc3)sc3ccccc23)cc1F	-19	6
CN(Cc1ccccc1)S(=O)(=O)c1ccc(F)c(C(=O)Nc2cccc(F)c2)c1	3	1

Some of the compounds tested; the hit share may differ from the screen's.
